NR1D1 modulator = modulators of human Rev-erb alpha DNA binding; P20393; Rev-erbα–FITC-DNA binding, fluorescence polarization, 90 min; activity, % at 10 µM; actives 0.79% (n = 370,000); AID 1259318;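 active = activity above about 14%, limit read from the data; passing the limit was not always enough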;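 also: 0% = DMSO wells with 35 nM protein and 100% = DMSO wells with 750 nM protein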
PRMT1 inh = blocks human protein arginine methyltransferase 1. Q99873. recombinant PRMT1, activity-based probe fluorescence polarization. inhibition, % at 2.79 µM. actives 1.3% (n = 370,000). AID 652257;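 active = inhibition above about 21% made by adding two undisclosed values, limit read from the data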
rCAG RNA binder = molecules binding r(CAG) RNA repeats; r(CAG) RNA repeat, TO-PRO-1 dye displacement fluorescence; inhibition, % at 3 µM; actives 1.3% (n = 370,000); AID 651821;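 active = inhibition above the plate cutoff, the mean of all test compounds on that plate plus 3 SD, cut at about 35% in these data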;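 also: 0% = DMSO alone and 100% = 100 µM mitoxantrone as full dye displacement; higher means more dye released from RNA so lower well fluorescence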
SIAE inh = blocks human sialic acid acetylesterase; Q9HAT2; SIAE FP-Rh probe binding, fluorescence polarization; inhibition, % at 9.66 µM; actives 0.69% (n = 370,000); AID 1053197;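 active = inhibition above a cutoff: mean of compounds within the control limits plus 3 SD of those, cut at about 17% in these data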;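 also: 0% = plate median of compound wells and 100% = probe without SIAE protein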
Target sequence (Q9HAT2 whole entry, looked up): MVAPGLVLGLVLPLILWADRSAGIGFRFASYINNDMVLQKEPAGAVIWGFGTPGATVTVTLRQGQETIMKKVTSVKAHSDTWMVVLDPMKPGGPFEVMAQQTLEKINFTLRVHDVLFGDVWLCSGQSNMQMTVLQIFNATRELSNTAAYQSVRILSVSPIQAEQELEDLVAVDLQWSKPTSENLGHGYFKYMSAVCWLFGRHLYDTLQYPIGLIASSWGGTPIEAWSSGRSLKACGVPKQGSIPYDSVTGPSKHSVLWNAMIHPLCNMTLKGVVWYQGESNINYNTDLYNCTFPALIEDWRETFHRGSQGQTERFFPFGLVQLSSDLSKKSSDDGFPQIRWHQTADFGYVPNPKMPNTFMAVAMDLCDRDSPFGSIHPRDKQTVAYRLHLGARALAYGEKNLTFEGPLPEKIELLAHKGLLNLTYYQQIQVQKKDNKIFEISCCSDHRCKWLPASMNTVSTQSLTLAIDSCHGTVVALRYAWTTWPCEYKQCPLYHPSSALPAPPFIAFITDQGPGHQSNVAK
PG9 binder = PG9 antibody binding by small molecule; TR-FRET gp120-PG9 antibody binding; actives 0.43% (n = 360,000); inhibition, % at 6.7 µM; in the data active = inhibition above about 8.5%
TCR CD3 inh = inhibitors of human TCR-CD3 interaction; inhibition, % at 9.4 µM; actives 0.37% (n = 360,000); TAMRA-labeled TCR probe fluorescence, biochemical; in the data active = inhibition above about 19%;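 also: recombinant mutant TCR 2C K166C tagged with TAMRA read by polarization; 0% = receptor in buffer alone and 100% = receptor with positive control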
TDP2 inh = blocks human TDP2 phosphodiesterase activity; O95551; recombinant TDP2, T5PNP hydrolysis, p-nitrophenol absorbance 415 nm; inhibition, % at 12.8 µM; actives 0.34% (n = 370,000);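 active = inhibition above the mean of all tested compounds plus 3 SD, set per campaign, cut at about 25% in these data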;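 also: 0% = DMSO with enzyme and 100% = buffer with substrate but no TDP2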
Target sequence (O95551 whole entry, looked up): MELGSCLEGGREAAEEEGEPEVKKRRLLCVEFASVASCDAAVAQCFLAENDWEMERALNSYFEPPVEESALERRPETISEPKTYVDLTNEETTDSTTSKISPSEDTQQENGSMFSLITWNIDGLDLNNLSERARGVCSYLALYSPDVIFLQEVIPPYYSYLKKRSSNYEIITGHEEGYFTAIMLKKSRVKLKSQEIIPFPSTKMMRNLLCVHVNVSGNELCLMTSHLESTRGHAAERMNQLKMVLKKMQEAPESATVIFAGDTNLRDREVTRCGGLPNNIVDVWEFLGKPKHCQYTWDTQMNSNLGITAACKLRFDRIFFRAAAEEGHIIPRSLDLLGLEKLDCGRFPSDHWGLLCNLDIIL
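Test system: human TDP2 enzyme; Input: 120 nM TDP2 per well; Buffer or medium: Mg2+-containing Tris-HCl buffer, pH 7.5; Reagent: 5 mM T5PNP; Dosing: 12.8 µM single point, 1% DMSO; Incubation: reaction 2 h, 37 °C; Detection: p-Nitrophenol epi absorbance; Read-out: % inhibition relative to enzyme-containing and enzyme-free wells; Replicates: single well per compound.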
ABHD4 inh = inhibits mouse alpha/beta hydrolase domain 4; inhibition, % at 8.92 µM; Q8VD66; AID 720543; actives 0.54% (n = 370,000); purified mABHD4, FP-Rh probe fluorescence polarization;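 active = inhibition exceeding the mean over every tested compound plus 3 SD, cut at about 30% in these data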;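 also: 0% = plate median of compound wells and 100% = S159A mutant with DMSO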
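Material: mouse ABHD4 enzyme, wild type; Benchmarks: S159A mutant high control, sample median low control; Buffer or medium: HEPES pH 7.0, NaCl, Pluronic buffer; Signal: fluorescence polarization; Read-out: percent inhibition of probe binding, normalized to plate controls; Timing: pre-incubation 45 min, probe exposure 60 min, at 25 °C; Dosing: 8.92 µM, single dose.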
LEDGF integ inh = blocks HIV-1 LEDGF/p75-dependent DNA integration. TR-FRET IN-LEDGF/p75 DNA integration, Eu/Cy5. inhibition, % at 3.7 µM. actives 0.64% (n = 370,000). AID 743269;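 active = inhibition above the screen-wide mean plus 3 SD, cut at about 13% in these data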;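 also: signal is the Cy5 over europium emission ratio at 671 and 618 nm; 0% = plate median of compound wells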
HTRA1 inhibitor = inhibitors of human serine peptidase HTRA1 | recombinant HTRA1, FP-rhodamine activity-based probe, fluorescence polarization | inhibition, % at 5.96 µM | actives 0.5% (n = 340,000); in the data active = inhibition above about 36%;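 also: 0% = enzyme with DMSO and 100% = wells lacking enzyme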
The depositor's hits bear a star; / = no result given. Not all compounds are listed; count on the stated rates, not on these rows.

SMILES	NR1D1 modulator	PRMT1 inh	rCAG RNA binder	SIAE inh	PG9 binder	TCR CD3 inh	TDP2 inh	ABHD4 inh	LEDGF integ inh	HTRA1 inhibitor
CCc1cccc(C)c1NC(=O)CSc1nnc(-c2ccco2)n1N	-2	-2	0	8	-1.7	-5	-3	-1	2	5
Cc1cc2oc(=O)cc(CN3CCN(S(=O)(=O)/C=C/c4ccccc4)CC3)c2cc1C	-2	0	4	-1	1.0	0	-4	-3	-4	-18
CC1CCN(c2ccc(C(=O)Nc3nnc(C4CC4)s3)cc2[N+](=O)[O-])CC1	7	-1	3	-6	-1.1	0	6	3	3	11
Cc1ccc(N2CCC3CC2c2cc(-c4ccc(C(F)(F)F)cc4)ccc23)cc1 (configuration not stated)	-1	1	3	-6	-0.2	4	-1	-34	1	7
COc1ccc(NC(=O)C2CC(=O)N(C(C)C)C2)cc1 (configuration not stated)	3	5	3	-3	0.0	-4	-1	-5	3	2
CCOc1ccc2cc(S(=O)(=O)N3CCOCC3)ccc2c1	5	7	-2	2	-1.6	-4	9	4	1	2
CC(C)(C)n1nnnc1C(c1ccccc1)N1CCN(c2ccccn2)CC1 (configuration not stated)	-1	2	-3	2	-0.4	4	-8	-2	-2	/
COc1ccc(S(=O)(=O)N2Cc3ccccc3CC2C(=O)N2CCOCC2)cc1OC (configuration not stated)	5	0	-4	3	3.1	-14	3	-7	2	-1
Cc1ccc(OCC(=O)Nc2ccc3oc(=O)ccc3c2)cc1C	-1	-10	-1	-10	-3.2	7	-7	5	1	-12
COc1ccc(N2CCN(C(=O)c3ccc(SC)cc3OC)CC2)cc1	-2	4	-1	-1	-3.3	-2	-7	-8	-3	-4
COc1ccc(S(=O)(=O)Nc2cccnc2)c(C)c1C	-7	-1	2	-4	-1.7	3	-4	-4	9	-3
C/C=C\C(=O)Nc1cccc(C2=NOC3(C2)C[C@H](C(N)=O)N(C(=O)Cc2ccc([N+](=O)[O-])cc2)C3)c1 (some centres not stated)	3	1	4	0	-0.3	4	-9	-9	1	-3
COc1ccc2nc(-c3ccccc3)cc(C(=O)OCC(=O)N3CC(C)OC(C)C3)c2c1 (configuration not stated)	7	2	12	-5	2.7	-5	3	-5	-2	-32
CCC(C)C(NC(=O)/C(=C\c1ccccc1)NC(=O)c1ccc(OC)cc1)C(=O)O (configuration not stated)	-3	0	2	-3	-3.4	-8	-3	-3	0	-2
CCCn1c(CN2CCN(C(=O)c3ccco3)CC2)nc2cc(S(=O)(=O)N(C)C)ccc21	5	5	2	7	-0.1	1	3	1	1	-5
COc1cc(C(=S)N2CCOCC2)ccc1OC(=O)c1ccccc1C	-2	3	-4	8	0.4	3	14	-1	-4	-3
COc1cc(OC)cc(-c2cc(N3C(=O)Nc4ccccc4N3O)n[nH]2)c1	6	-2	5	8	-1.4	1	7	2	-1	-4
O=C(COc1ccc(C(=O)c2ccc(F)cc2)cc1)Nc1cccc(S(=O)(=O)N2CCOCC2)c1	0	4	8	-26	1.1	3	-2	-22	-2	-38
O=C(CSc1nc2ccccc2s1)NNC(=S)Nc1ccccc1	-8	1	14	-9	-0.4	6	3	0	2	-1
CCOc1ccc(OCCCC(=O)NC2=NCCS2)cc1	-3	-3	-1	6	0.1	3	5	2	-2	2
COc1ccc(N2CCN(c3ncnc4sc(C(=O)NCC5CCCO5)c(C)c34)CC2)cc1 (configuration not stated)	6	-4	6	0	-0.1	3	-13	0	2	-1
CC1CCCCC1NS(=O)(=O)c1ccc(S(=O)(=O)N2CCCC2)cc1 (configuration not stated)	0	6	-1	1	3.8	-5	-1	1	0	-10
COC(=O)c1cc(OC)c(OC)cc1NC(=O)Cc1cccs1	-1	1	-1	-9	0.4	5	-6	0	2	-5
Cc1cc(N/C(=N/S(=O)(=O)c2cc(F)ccc2F)c2ccccc2)n(-c2ccccc2)n1	-3	8	1	-7	0.8	-4	-15	-3	0	-18
Cc1cccc(CCNC(=O)CCS(=O)(=O)c2cc3c(cc2Cl)NC(=O)CO3)c1	-1	-3	-3	11	-1.2	-4	10	-4	-2	1
New compounds follow:
SMILES	NR1D1 modulator	PRMT1 inh	rCAG RNA binder	SIAE inh	PG9 binder	TCR CD3 inh	TDP2 inh	ABHD4 inh	LEDGF integ inh	HTRA1 inhibitor
Cn1nc(C(C)(C)C)c(NC(=O)c2cccs2)c1C(C)(C)C	-1	-3	-4	2	-0.1	1	6	-8	-1	2
CCN1CCN(c2ccc(NC(=O)c3ccc4c(c3)[nH]c(=O)n4Cc3ccc(F)cc3)cc2)CC1	3	3	-3	9	-3.4	-7	-2	4	-4	9
COC(=O)/C=C/c1ccc2c(c1)S(=O)(=O)N(c1cccc(OC)c1)[C@H]2CC(=O)OC	3	1	1	-2	-0.1	2	9	-3	0	-10
Nc1nccnc1C(=O)OCC(=O)c1ccc[nH]1	0	0	3	1	0.0	6	-5	1	2	4
O=S(=O)(Nc1cccc(-c2cn3ccsc3n2)c1)c1ccc(F)cc1	-1	1	6	-4	1.5	-4	2	3	1	-12
CC1=CC(C)(C)N2C(=O)C3(C(C#N)=C(N)OC4=C3C(=O)CCC4)c3c(C)c(C)cc1c32 (configuration not stated)	5	0	-4	-4	1.4	-9	4	3	-3	6
O=C(NCCc1ccncc1)C12CC3CC(CC(C3)C1)C2	1	-2	-4	-3	-0.4	4	5	-1	-1	-4
CC1=C(C(=O)NCCN2CCOCC2)C2(CCC(C)CC2)OC1=O (configuration not stated)	0	2	1	-2	-2.7	7	10	1	0	-2
CCN(CC(=O)Nc1c(F)cccc1F)C(=O)COc1ccc2c(C)cc(=O)oc2c1	-4	-2	-2	6	0.5	5	6	-2	1	2
COCCCNC(=O)C[C@H]1C[C@H](C(=O)N(C(C)C)C(C)C)[C@@]2(C)c3[nH]c4ccc(Cl)cc4c3CCN2C1=O	-4	4	1	-1	0.5	-3	-7	-14	-1	1
Nc1nccnc1C(=O)OCC(=O)N1CCN(S(=O)(=O)c2ccc(Cl)cc2)CC1	-1	-3	5	0	1.2	-4	-18	2	0	0
CCOC(=O)c1c(C)[nH]c(C)c1S(=O)(=O)NCC(=O)Nc1ccccn1	-3	-4	1	1	0.1	1	-15	-2	0	8
O=C(O)c1ccc(S(=O)(=O)N2CCC3(CC2)CC(=O)c2ccccc2O3)cc1	6	7	5	-9	-0.6	4	6	0	0	1
C=CCn1c(SCC(=O)Nc2ccc(CCCC)cc2)nnc1-c1ccc(Cl)cc1	13	6	2	0	/	/	5	0	1	/
CCN(CC)C(=S)Oc1ccc(Cl)cc1Cl	3	-2	0	-1	-2.6	1	-7	-1	-1	-3
CCOCCN(C(=O)c1ccccc1Cl)c1ccccc1	-7	-11	-4	-5	-2.9	-2	-1	2	4	1
Cc1ccc2nc(C)cc(C(=O)NC3CCCCCC3)c2c1	3	2	2	0	-1.6	-1	-3	0	0	4
c1ccc(C[n+]2c(-c3ccccc3)csc2Nc2ccccc2)cc1	5	0	-2	6	1.4	5	-4	-8	1	-3
CC(C)c1ccc(NC(=O)c2cc(S(=O)(=O)NCC3COc4ccccc4O3)ccc2F)cc1 (configuration not stated)	-1	4	8	-98	-1.3	-1	0	-75	-3	-90
CCCC(C(=O)NNC(=O)c1cc(C)oc1C)c1ccccc1 (configuration not stated)	-6	-2	2	-1	1.3	3	-1	3	-2	-4
CC(C)C(=O)Nc1nc2cc3c(cc2s1)OCO3	-3	-2	2	13	0.2	2	12	-1	-3	3
CCC1CCCCN1CCCNC(=O)c1cn(CC)c2ccc(S(=O)(=O)N3CCc4ccccc4C3)cc2c1=O (configuration not stated)	4	3	3	-2	0.6	7	3	2	-5	-8
Cc1ccc(S(=O)(=O)Nc2cc(-c3ccccc3)nn2C)cc1Cl	0	-4	57*	11	-0.4	5	5	-1	-3	/
O=C(O)/C=C/C(=O)OC1CC2CCC1C2 (configuration not stated)	-3	1	19	8	-1.3	3	-3	2	-2	10
CSc1ccc(/C=C/C(=O)OCC(=O)NC2CCS(=O)(=O)C2)cc1 (configuration not stated)	-3	-1	3	-2	2.5	5	-2	0	-4	0

Molecules above with two or more sulfur atoms, in the order listed:
SMILES	NR1D1 modulator	PRMT1 inh	rCAG RNA binder	SIAE inh	PG9 binder	TCR CD3 inh	TDP2 inh	ABHD4 inh	LEDGF integ inh	HTRA1 inhibitor
O=C(CSc1nc2ccccc2s1)NNC(=S)Nc1ccccc1	-8	1	14	-9	-0.4	6	3	0	2	-1
CC1CCCCC1NS(=O)(=O)c1ccc(S(=O)(=O)N2CCCC2)cc1 (configuration not stated)	0	6	-1	1	3.8	-5	-1	1	0	-10
O=S(=O)(Nc1cccc(-c2cn3ccsc3n2)c1)c1ccc(F)cc1	-1	1	6	-4	1.5	-4	2	3	1	-12
CSc1ccc(/C=C/C(=O)OCC(=O)NC2CCS(=O)(=O)C2)cc1 (configuration not stated)	-3	-1	3	-2	2.5	5	-2	0	-4	0

(cont.)
SMILES	NR1D1 modulator	PRMT1 inh	rCAG RNA binder	SIAE inh	PG9 binder	TCR CD3 inh	TDP2 inh	ABHD4 inh	LEDGF integ inh	HTRA1 inhibitor
O=C(NC1CC1)C1CCN(S(=O)(=O)c2ccc(Cl)cc2)CC1	2	-1	-2	3	-1.3	3	-6	1	-2	2
CCCCC[C@@H](C)N1C[C@H](COCc2ccccc2)Oc2cc(N3CCC[C@H]3CO)ccc2S1(=O)=O	1	3	4	-8	-1.9	-1	1	-3	4	/
Clc1ccccc1OCCCn1ccnc1	11	0	-1	-3	-0.1	1	11	17	1	6
CCOC(=O)Cn1nc(C)cc1NC(=O)c1cccnc1	-3	-4	-3	16	0.0	-2	6	-2	0	-3
Cc1ccc(-n2c(=S)[nH]c3c(oc4ccccc43)c2=O)cc1	1	15	3	-1	18*	1	-10	2	-3	-1
Cc1ccc(/C=N/Nc2cccc(C(=O)O)c2)s1	-5	12	36*	5	-10	10	-4	21	8	-4
CCOC(=O)CSc1ccc2nnc(CCNS(=O)(=O)c3ccc(C)cc3)n2n1	2	0	-5	3	1.4	2	-4	2	2	3
O=C1C(CN2CCCC2)CCCC1CN1CCCC1 (configuration not stated)	6	4	0	8	-2.5	-1	-9	3	-3	-1
Cc1ccc(Nc2c(F)c(F)c(F)c(F)c2C(=O)O)cc1	6	1	4	1	0.2	5	-1	-6	-1	3
COc1cc(-c2ccc3sc(-c4ccsc4)c(C#CCO)c3c2)cc(OC)c1OC	-2	0	18	-34	1.2	-1	2	-54	1	-81
COC(=O)[C@H](C)NC(=O)Nc1ccc(OC)cc1OC	1	1	0	0	-0.5	1	15	-1	-2	-2
COc1ccc(CC(=O)N(C)C2CCCCC2)cc1S(=O)(=O)N1CCOCC1	4	2	-2	4	2.1	-4	11	6	0	2
COCCN1C2=C(C(=O)CC(C)(C)C2)C(c2ccc(OC)c(OC)c2)C2=C1CC(C)(C)CC2=O	-2	1	-8	9	-2.5	-1	3	0	-2	-1
COc1ccc(Nc2cc(C(=O)NCCCN3CCN(C)CC3)c3ccccc3n2)c(OC)c1	4	-4	-5	2	-4.1	2	-1	3	0	3
CC(=O)c1c(N2CCOCC2)nc(=S)n(-c2ccc([N+](=O)[O-])cc2)c1C	2	-8	1	-1	-0.8	10	0	1	2	1
